Compound activity (PubChem)
mcGAS MS inh = blocks mouse cGAS cGAMP production | 130,000 tested, 0.18% active | inhibition, % at 12.5 µM | Q8C6L5 | recombinant mouse cGAS, cGAMP by RapidFire MS;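 active means inhibition of cGAS enzyme activity at or above 60%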;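 further: enzyme stimulated by 45 bp dsDNA with ATP and GTP substrates; cGAMP share of summed cGAMP plus half ATP and half GTP signals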
Target sequence (Q8C6L5 whole entry, looked up): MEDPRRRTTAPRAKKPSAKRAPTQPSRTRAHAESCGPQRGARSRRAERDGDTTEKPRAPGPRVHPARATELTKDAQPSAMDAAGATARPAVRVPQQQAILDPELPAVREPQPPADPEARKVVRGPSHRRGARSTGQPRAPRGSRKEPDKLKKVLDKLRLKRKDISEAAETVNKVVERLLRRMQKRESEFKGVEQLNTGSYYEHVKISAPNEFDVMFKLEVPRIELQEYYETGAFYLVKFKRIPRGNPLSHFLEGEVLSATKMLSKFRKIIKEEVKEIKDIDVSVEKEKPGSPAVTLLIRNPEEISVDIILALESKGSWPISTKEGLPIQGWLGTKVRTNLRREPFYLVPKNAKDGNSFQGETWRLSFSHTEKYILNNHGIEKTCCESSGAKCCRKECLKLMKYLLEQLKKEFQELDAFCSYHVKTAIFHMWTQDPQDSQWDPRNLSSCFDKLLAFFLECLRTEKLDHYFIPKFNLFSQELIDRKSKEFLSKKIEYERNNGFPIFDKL
* marks the source's active call; other numbers are inactive results. An excerpt (hit frequency here may not be typical).

cpd	Compound	mcGAS MS inh
1	CSc1ccc(C2CC(=O)Nc3c2c(C)nn3-c2ccc3nncn3n2)cc1 (centres undefined)	0
2	Cc1cc(C)cc(CC(=O)N2CCC2(C)C(=O)NS(=O)(=O)c2ccccc2C(F)(F)F)c1 (centres undefined)	-28
3	CCOc1ccc(-c2cc(=O)n(CC(=O)NCc3ccccn3)cn2)cc1	-5
4	COc1cc(C(C)=O)ccc1Oc1cccc(Cl)c1C#N	-8
5	CC(=O)c1cccc(N=Nc2c(-c3ccc([N+](=O)[O-])cc3)[nH]n(-c3ccccc3)c2=O)c1	-7
6	CCc1ccc(S(=O)(=O)NCC(CO)Cc2ccccc2)cc1 (centres undefined)	-42
7	O=C(C=CNc1cccnc1)C(F)(F)F	-24
8	CC(=O)O[C@@H]1c2c(ccc3ccc(=O)oc23)OC(C)(C)[C@@H]1OC(=O)CC(C)C	-11
9	c1ccc(-c2nccn2CC2CCN(C3CCCC3)CC2)nc1	-10
10	CCC(=Nn1c(CC)n[nH]c1=S)c1ccc(O)cc1	-12
11	COc1cccc(NC(=O)NCCS(=O)(=O)c2c(C)[nH]c3ccccc23)c1OC	-7
12	COC(=O)c1nn(-c2ccc(C)cc2C)cc1O	-2

Later entries
cpd	Compound	mcGAS MS inh
13	Nc1cc(-c2ccco2)nn1C1CCS(=O)(=O)C1 (centres undefined)	-8
14	COc1ccc(Cn2c(-c3ccco3)n[nH]c2=O)cc1	-29
15	Cc1cc(C)nc(NC2=NC3CCCCC3N2)n1 (centres undefined)	-27
16	N#Cc1ccc(CNC(=O)NCc2ccc(OC(F)F)cc2)c(F)c1	-5
17	O=C(NCCNc1cccnc1)c1nc2ccccc2[nH]1	14
18	O=c1c2cnc3nc(-c4cccnc4)nn3c2ccn1Cc1cccnc1	-5
19	O=C(O)c1cccnc1N1CCC(N2CCCC2=O)CC1	17
20	O=C(NS(=O)(=O)c1cccc2cnccc12)c1ccnc(Cl)c1	-4
21	CN(Cc1ccccc1)C(=O)c1nc2ccccn2c1CNCCN1CCCCC1	-3
22	O=C(NCC1CCCN(C2CCSCC2)C1)c1ccc(-c2ccccc2)cc1 (centres undefined)	-1
23	O=C(CSc1ncnc2sccc12)NC(=O)NC1CCCC1	4
24	CC(Nc1ccccc1)C(=O)Nc1ccc(Br)cc1F (centres undefined)	-3

7 compounds from above, ordered by heavy-atom count, smallest number first.
cpd	Compound	mcGAS MS inh
12	COC(=O)c1nn(-c2ccc(C)cc2C)cc1O	-2
19	O=C(O)c1cccnc1N1CCC(N2CCCC2=O)CC1	17
9	c1ccc(-c2nccn2CC2CCN(C3CCCC3)CC2)nc1	-10
16	N#Cc1ccc(CNC(=O)NCc2ccc(OC(F)F)cc2)c(F)c1	-5
11	COc1cccc(NC(=O)NCCS(=O)(=O)c2c(C)[nH]c3ccccc23)c1OC	-7
21	CN(Cc1ccccc1)C(=O)c1nc2ccccn2c1CNCCN1CCCCC1	-3
5	CC(=O)c1cccc(N=Nc2c(-c3ccc([N+](=O)[O-])cc3)[nH]n(-c3ccccc3)c2=O)c1	-7

Reformatted with values ahead of the structure: entries from further up.
cpd	mcGAS MS inh	SMILES
19	17	O=C(O)c1cccnc1N1CCC(N2CCCC2=O)CC1
23	4	O=C(CSc1ncnc2sccc12)NC(=O)NC1CCCC1
20	-4	O=C(NS(=O)(=O)c1cccc2cnccc12)c1ccnc(Cl)c1

The list goes on:
cpd	Compound	mcGAS MS inh
25	Cc1csc(=Nc2ccc(Cl)c(Cl)c2)n1/N=C\c1ccccn1	-4
26	Cc1nnc(SCC(=O)N2CCCC(C(=O)c3ccc4c5c(cccc35)CC4)C2)o1 (centres undefined)	-5
27	Cc1nc2cccc(C)n2c(=O)c1NC(=O)Cc1ccc(-c2ccccc2)cc1	-11
28	CCc1cn[nH]c1C1CCN(C(=O)CCc2ccc(=O)[nH]n2)CC1	-27
29	NC(=O)CSc1cn(CCNC(=O)c2ccccc2)c2ccccc12	-14
30	Cc1cc(C)cc(Nc2nc(C)cc3nn(CC(=O)NC4CCCC4)c(=O)n23)c1	-6
31	Nc1ncccc1Cl	0
32	Cc1ccccc1C1(C(=O)NCCC2CC(C)N(Cc3ccccc3)C2)CCOCC1 (centres undefined)	0
33	COC1(C)C(C)(C)C(c2ccc(Cl)cc2)C1(C#N)C#N (centres undefined)	-3
34	C=C(C)Cn1c(SCC(=O)N/N=C(\C)c2ccc(OC)c(OC)c2)nnc1-c1ccc(Br)cc1	-10
35	Cn1ccnc1CN1CCC(c2ccnc(-c3cccc(O)c3)c2)C1 (centres undefined)	-37
36	CCC(c1cccnc1)N(C)C(=O)c1ccc(F)cc1Cl (centres undefined)	-11

New compounds follow
cpd	Compound	mcGAS MS inh
37	Cc1cc(C)nc(NC(=O)c2ccccc2C(=O)O)n1	2
38	CNC(=O)CN(C(=O)c1ccncc1Cl)c1ccccc1C	-1
39	CC(Sc1ccccc1Cl)C(=O)N(CCO)Cc1ccsc1 (centres undefined)	2
40	O=C1N(Cc2cccc(Cl)c2)C[C@@H]2C[C@@H](c3ccc4nsnc4c3)N3CCC[C@@]123	-2
41	CC(C)NCC(=O)N1CCc2sccc2C1COc1ccccc1F (centres undefined)	-5
42	CCN(CC)CCc1nc(-c2ccccc2)no1	3
43	Cc1ccc(C(N)=O)cc1-c1ccc2[nH]ccc2c1	-7
44	CCc1nc(C2CCCN(C(=O)Nc3ccccc3C(F)(F)F)C2)no1 (centres undefined)	2
45	Cc1ccc(CN(C)C(=O)c2sccc2S(N)(=O)=O)o1	-11
46	O=[N+]([O-])c1cnn(CCCc2nc(-c3ccc(-n4cccc4)cc3)no2)c1	-19
47	Fc1ccc(-c2csc(SCc3nnc(-c4ccc(F)cc4)o3)n2)cc1	-6
48	CCOC(=O)C1(C)CCCCN1C(=O)c1ccc(OC)c(F)c1 (centres undefined)	4

Additional records.
no. | Structure | mcGAS MS inh
49 | O=C(CN1CCN(CC(=O)c2ccco2)CC1)NCc1ccccc1Cl | -1
50 | CC(=O)Nc1cccc(C(=O)NC(C)c2ccc(C)cc2C)c1 (centres undefined) | -21
51 | CN(C)c1cc(C(=O)NC(c2ccccc2)C2CCCC2)ccn1 (centres undefined) | -17
52 | Fc1ccc(OCc2nnc(-c3ccc(Br)cc3)o2)cc1 | -3
53 | CCn1c(C)cc(O)c(C(c2ccccn2)N2CCN(C)CC2)c1=O (centres undefined) | -12
54 | C=CCn1c(SCC(=O)Nc2ccccc2OC)nc2ncccc2c1=O | -7
55 | CCc1ccc(C(=O)NCC2CCN(Cc3cnn(C)c3)C2)cc1 (centres undefined) | -17
56 | Cc1ccccc1CN1CCC(CN(CC2CCCO2)C(=O)c2nonc2C)CC1 (centres undefined) | -10
57 | O=C(O)CC1C(=O)NCCN1Cc1c(F)cccc1Cl (centres undefined) | -11
58 | Cc1cc(C)c(-c2csc(=NC3CC3)n2N=C2CCCC2)cc1C | -6
59 | CCOC(=O)C1(CCOc2ccccc2)CCCN(C(=O)c2cnccn2)C1 (centres undefined) | -9
60 | O=S1(=O)C=C(N2CCN(C3CCCCC3)CC2)c2ccccc21 | -6
61 | COCCN(Cc1nc2c(F)cccc2[nH]1)CC(F)(F)F | -2
62 | O=S(=O)(NCCN1CCOCC1)c1cccc(Br)c1 | -1
63 | CCCN(CCC)C(=O)c1cc2c(=O)n3cccc(C)c3nc2n1C | -3

Quoted at random: 2 compounds from above.
no. | Structure | mcGAS MS inh
33 | COC1(C)C(C)(C)C(c2ccc(Cl)cc2)C1(C#N)C#N (centres undefined) | -3
34 | C=C(C)Cn1c(SCC(=O)N/N=C(\C)c2ccc(OC)c(OC)c2)nnc1-c1ccc(Br)cc1 | -10

Carrying on:
no. | Structure | mcGAS MS inh
64 | CC(C)(O)c1ccccc1CC[C@@H](SC1(CC(=O)O)CC1)c1cccc(/C=C/c2ccc3ccc(Cl)cc3n2)c1 | -4
65 | COc1cc(O)c(C(=O)c2ccccc2)cc1O | -2
66 | Cc1ccncc1C(=O)NCc1cccnc1N(C)CCc1ccccn1 | -41
67 | CC(Oc1ccccc1)C(=O)OCc1cc(-c2cc3ccccc3o2)on1 (centres undefined) | -8
68 | Cc1cc(C(=O)CN2C(=O)NC3(CCCCC3C)C2=O)c(C)n1Cc1ccco1 (centres undefined) | -5
69 | CN1CCc2nc3sc(C(=O)Nc4nc5ccccc5s4)c(N)c3cc2C1 | 5
70 | O=C(NCC1(N2CCOCC2)CCCC1)C1CCC(=O)N(C2CCCC2)C1 (centres undefined) | -10
71 | CNC(=O)NC(=O)C(c1ccccc1)N1CCN(C)CC1C (centres undefined) | 7
72 | COc1cc(OC)cc(C(=O)N2CCCC(OCc3ccccc3)C2)c1 (centres undefined) | -3
73 | CCCNC(=O)NC(=O)CN1CCCN(Cc2ccc(C#N)cc2)CC1 | -5
74 | O=C(NC1CC1)C1CCCN(C2CCN(C(=O)CCc3cnccn3)CC2)C1 (centres undefined) | -12
75 | O=[N+]([O-])c1cc(CS(=O)(=O)Oc2ccc(Cl)cc2)c(O)c([N+](=O)[O-])c1 | 0
76 | CC(C)CC(=O)NCC1CCN(c2ccc(Cl)cc2)C1 (centres undefined) | 8
77 | COc1ccc(CNC(=O)c2ccc3c(=O)n4nc(Nc5ccccc5C)sc4nc3c2)cc1 | -3
78 | COc1ccc(OC)c(C(O)c2coc3ccc(O)c(CN4CCOCC4)c23)c1 (centres undefined) | -9

Later entries
no. | Structure | mcGAS MS inh
79 | CC(NC(=O)CCCc1nc2ccccc2c(=O)[nH]1)c1ccccc1Cl (centres undefined) | 11
80 | CCN1CCN(c2ccccc2NS(=O)(=O)c2cc(Br)ccc2OC)CC1 | -5
81 | COC(=O)COC(=O)c1[nH]c(C)c(C(C)=O)c1C | -6
82 | Cn1c(=O)c2cc(-c3nc4ccccc4[nH]3)c(-c3cccc([N+](=O)[O-])c3)nc2n(C)c1=O | -5
83 | O=C(NCC1CCCN(Cc2cccc(O)c2)C1)c1cccnn1 (centres undefined) | -7
84 | CC1CCc2nc(NCCO)nc(C(F)(F)F)c2C1 (centres undefined) | 10
85 | COc1ccc(F)c(-c2nc(CN(C)Cc3cnc(N)nc3)c(C)o2)c1 | -3
86 | O=C(NCc1ccccc1-n1ccnc1)c1cc(=O)[nH]c2ccccc12 | -2
87 | Cc1cccc(C)c1OC1CN(C(=O)C2CCOCC2)C1 | -26
88 | NCCc1nc(NCc2ccccc2CN2CCCC2=O)c2ccccc2n1 | 7
89 | CC(Oc1ccc2c(c1)OCO2)C(=O)NCCCn1nc(-c2ccc(F)cc2)ccc1=O (centres undefined) | 5
90 | Nc1ccn(-c2ccc(Cl)c(Cl)c2)n1 | 9
91 | CCOC(=O)c1[nH]ncc1CN1CCC(Cc2cccc(OC)c2)(C(=O)OCC)CC1 | -8
92 | N#Cc1ccc(NC(=O)c2cc3c(F)cccc3s2)nc1 | 4
93 | O=C(Nc1ccc(C(=O)N2CCCC3CCCCC32)cc1)c1ccccn1 (centres undefined) | -22

(further entries)
no. | Structure | mcGAS MS inh
94 | CC(=C\c1ccccc1)/C=C1/N=C(c2ccc([N+](=O)[O-])cc2)OC1=O | -12
95 | CC1(C)COC(c2cccn2Cc2ccc(F)cc2Cl)=N1 | -6
96 | Cc1ccc(-n2ncc3c(C)nn(Cc4cccc(F)c4)c(=O)c32)c(C)c1 | -3
97 | O=C(C(c1ccccc1)n1cccc1)N1CCC(Oc2ccc(C(F)(F)F)cc2)CC1 (centres undefined) | 2
98 | O=C(Cc1ccccc1O)NC1CCN(C(=O)C2CCCC2)C1 (centres undefined) | -12
99 | O=C(O)C1=CC(=C(c2ccc(O)c(C(=O)O)c2)c2ccc(O)c(C(=O)O)c2)C=CC1=O | 95*
100 | Cc1c(F)cc(C(N)=O)cc1NC(=O)c1cc(C)n(-c2ccccc2F)c1C | -2
101 | O=C(NCC1CN(c2cccc(Cl)c2)C(=O)O1)c1cccc(F)c1 (centres undefined) | -15
102 | Cn1ccnc1C(NC(=O)COc1ccc(F)cc1)c1cccc(F)c1 (centres undefined) | -3
103 | OCCN(Cc1cccs1)Cc1cc(F)ccc1O | -35
104 | CCC(=O)N1C[C@H]2OC(=O)N(CCCc3ccc(OC)cc3)[C@H]2C1 | -12
105 | CCSC1CCC(NC(=O)N2CCN(c3nccs3)CC2)C1 (centres undefined) | -7
106 | O=C(C(c1cccnc1)N1CCOCC1)N1C[C@@H]2C3CCC(CC3)[C@@H]2C1 (some centres undefined) | -35
107 | COc1ccccc1CN1CCC(CN(CC(C)C)C(=O)c2sccc2C)CC1 | -5
108 | COc1cccnc1NC(=O)c1ccccc1Br | -3

More results:
no. | Structure | mcGAS MS inh
109 | CC(C)c1nccn1C(C)C(=O)N(C)Cc1n[nH]c2c1CCCCC2 (centres undefined) | -3
110 | Cc1ccc(OCC(=O)c2ccc3c(c2)N(C(C)C(=O)O)C(=O)CO3)c(C)c1 (centres undefined) | 11
111 | COc1ccc2c(CN(C)Cc3cccc4ncccc34)[nH]nc2c1 | -32
112 | NC(=O)CCn1ccc(NCc2ccsc2)n1 | -6
113 | CNC(=O)c1cc(Nc2nnc(-c3ccc(C)c(S(=O)(=O)NC)c3)c3ccccc23)ccc1OC | -1
114 | CCC(C)c1ccc(NC(=O)CN2CC3(CCNCC3)OC2=O)cc1 (centres undefined) | -2
115 | Cc1ccoc1C(=O)N1CCC2(CCCN(CCc3ccccc3)C2)C1 (centres undefined) | 3
116 | CCOC(=O)C1(CCc2ccccc2)CCCN(C(=O)CCc2cnn(C)c2)C1 (centres undefined) | -3
117 | Cc1ccccc1C(=O)NCCn1nc(-c2ccncc2)ccc1=O | -7
118 | O=C(CC1COCCN1)NCc1ccc(N2CCCC2=O)cc1 (centres undefined) | -26
119 | CCOc1ccc(N2C(=O)CSC2c2cccc(F)c2)cc1 (centres undefined) | -14
120 | COc1cc(C#N)cc(Cl)c1OC | -15
121 | CC(C)c1nn(CC(=O)Nc2ccccc2)c(=O)c2c1cnn2-c1ccccc1 | 1
122 | CC(=O)c1ccc(NC(=O)c2c(-c3ccccc3)noc2C)cc1 | 7
123 | FC(F)(F)CCc1ccnc(NCc2cc(-c3ccco3)on2)n1 | -5
